# SRC2 TRFRET art: TR-FRET signal artefacts, primary screen, artefact control for PPARgamma SRC-2 agonist project, biochemical; TR-FRET artefact counter-screen; active compounds read high; TR-FRET ratio at 8 µM; actives 0.4% (n = 200,000); AID 1049, 2008; in the data active = TR-FRET ratio above about 2000; note: inactives centre near 1500
# STAT3 activator: IL-6 driven STAT3 reporter potentiators, primary screen, U3A cells, luciferase, luminescence, MLSCN library | actives 0.91% (n = 190,000) | IL-6 STAT3-luciferase reporter; 100% = signal with IL-6 EC80 alone | activation (% of control), % at 5.6 µM | AID 871, 2007;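 active = activation above the screen-wide mean of compound activation plus 3 SD, cut at about 130% in these data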;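 note: 0% = background luminescence of wells with medium and substrate only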
#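 Material: human U3A cells carrying STAT3-luciferase construct. Measured by: reporter luminescence signal. Timing: compound 1 h, then IL-6 6 h at 37 °C.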
# STAT1 inh: STAT1 signaling inhibitors, primary screen, cell-based, HTS, luciferase reporter; AID 920, 2007; actives 0.35% (n = 200,000); NIH 3T3 STAT1-luciferase reporter, IFN-gamma, luminescence; inhibition, % at 5.5 µM;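 active = inhibition above a set limit, the mean inhibition across all tested compounds plus 3 SD, cut at about 34% in these data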;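 note: 0% = IFN-gamma with DMSO and 100% = IFN-gamma with 300 µM nifuroxazide; values of inactives mirror those of a sister screen read the other way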
# bIAP activator: bovine intestinal alkaline phosphatase activators, primary screen, biochemical, bovine IAP, CDP-star luminescence | alkaline phosphatase, intestinal [Bos taurus] | purified bovine IAP, 30 min; active compounds read high; fold of DMSO-control signal, blank-subtracted | activation factor at 20 µM | actives 0.17% (n = 200,000) | AID 1016, 2008;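 active = activation factor of 2 or more at 20 µM, a signal rise over negative controls twice the positive control's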
# PPARg SRC-1 ag: PPARgamma agonists recruiting SRC-1 coactivator, primary screen, biochemical; PPARgamma-SRC-1 coactivator recruitment biochemical assay; activation, % at 8 µM; actives 0.41% (n = 200,000); in the data active = activation above about 19%;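 note: 0% = DMSO and 100% = reference agonist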
# PPARg SRC-2 ag: agonists of PPARg-SRC-2 recruitment, primary screen, biochemical, HTS; Peroxisome proliferator-activated receptor gamma (Homo sapiens), P37231; PPARgamma LBD-SRC-2 recruitment; activation, % at 8 µM; actives 0.34% (n = 200,000); AID 1032, 2008; in the data active = activation above about 22%;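 note: 0% = vehicle and 100% = reference agonist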
# TNAP act hiacc: TNAP activators at high phosphate acceptor level, primary screen, biochemical, luminescence, uHTS. Alkaline phosphatase, tissue-nonspecific isozyme (Homo sapiens), P05186. purified TNAP, CDP-star luminescence, 1 M DEA, 30 min; active compounds read high; 0 = EDTA background, 1 = DMSO-only activity. activation factor at 20 µM. 200,000 tested, under 10 active. AID 1136, 2008;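 active = activation factor at least 2 at 20 µM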
# Target sequence (P05186 whole entry, looked up): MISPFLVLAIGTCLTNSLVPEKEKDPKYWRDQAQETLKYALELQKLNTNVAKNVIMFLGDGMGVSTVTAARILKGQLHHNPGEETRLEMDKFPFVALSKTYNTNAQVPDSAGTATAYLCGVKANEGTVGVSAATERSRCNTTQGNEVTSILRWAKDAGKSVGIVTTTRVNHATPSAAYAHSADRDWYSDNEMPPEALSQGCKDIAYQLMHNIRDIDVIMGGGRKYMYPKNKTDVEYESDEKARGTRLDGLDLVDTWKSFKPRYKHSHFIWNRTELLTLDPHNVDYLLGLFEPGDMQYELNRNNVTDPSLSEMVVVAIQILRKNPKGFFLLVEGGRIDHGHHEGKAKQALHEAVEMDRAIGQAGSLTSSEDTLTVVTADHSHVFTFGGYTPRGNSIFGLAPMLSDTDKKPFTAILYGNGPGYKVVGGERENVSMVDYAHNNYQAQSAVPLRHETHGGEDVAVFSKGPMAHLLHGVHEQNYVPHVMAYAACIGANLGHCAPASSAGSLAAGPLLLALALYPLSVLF
#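 system = human TNAP | amount = enzyme diluted 1/800 final | reagent = 100 µM CDP-star substrate | signal = luminescent substrate turnover signal | dosing = one dose, 20 µM | benchmarks = EDTA negative control, DMSO positive control | measure = activation factor | timing = 30 min reaction, room temperature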
# PPARg SRC-3 ag: PPARgamma agonists recruiting SRC-3 coactivator, primary screen, biochemical | actives 0.26% (n = 200,000) | biochemical PPARgamma/SRC-3 coactivator recruitment assay | AID 731, 2007 | activation, % at 8 µM; in the data active = activation above about 23%;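 note: 0% = DMSO and 100% = reference agonist; some compounds past the cut are filed as inactive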
# ROMK primary: ROMK potassium channel modulators, primary screen, cell-based, thallium flux, MLSMR library; ATP-sensitive inward rectifier potassium channel 1 (Homo sapiens), P48048; Tet-inducible ROMK, thallium flux fluorescence; actives lie on both sides; B-score at 10 µM; actives 2% (n = 130,000);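 active = signal ratio slope over the read window, or its plate-corrected B-score, at least 3 SD from the plate mean, either direction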;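 note: B-score of the F/F0 ratio slope over 7 to 12 s after thallium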
# Target sequence (P48048 whole entry, looked up): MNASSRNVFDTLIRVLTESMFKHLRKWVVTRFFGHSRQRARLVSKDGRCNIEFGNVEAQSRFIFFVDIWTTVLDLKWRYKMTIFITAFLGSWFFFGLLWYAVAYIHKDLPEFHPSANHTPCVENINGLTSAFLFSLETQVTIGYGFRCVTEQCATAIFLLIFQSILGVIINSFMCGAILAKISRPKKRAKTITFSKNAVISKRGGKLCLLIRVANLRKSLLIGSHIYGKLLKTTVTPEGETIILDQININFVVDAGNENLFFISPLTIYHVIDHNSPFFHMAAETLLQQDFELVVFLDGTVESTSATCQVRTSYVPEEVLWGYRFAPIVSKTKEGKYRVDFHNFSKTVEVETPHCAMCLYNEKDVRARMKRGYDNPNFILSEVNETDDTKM
# STAT3 blocker: IL-6 driven STAT3 reporter inhibitors, primary screen, U3A cells, luciferase, luminescence, MLSCN library. IL-6 STAT3-luciferase reporter; host cell line lacks STAT1. inhibition, % at 5.5 µM. actives 0.89% (n = 190,000);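 active = inhibition above the mean inhibition across all screened compounds plus 3 SD, cut at about 44% in these data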;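 note: 0% = DMSO only wells and 100% = 100 µM nifuroxazide control wells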
# bIAP inhibitor: bovine intestinal alkaline phosphatase inhibitors, primary screen, selectivity assay for TNAP inhibitor project, biochemical, bovine IAP, CDP-star luminescence | alkaline phosphatase, intestinal [Bos taurus] | purified bovine IAP, 30 min | inhibition, % at 20 µM | 190,000 tested, under 10 active | AID 1019, 2008;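 active = over 50% inhibition of intestinal alkaline phosphatase at 20 µM in the single-dose screen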
#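 Incubation: 30 min reaction at room temperature / Material: purified bovine intestinal alkaline phosphatase (IAP) enzyme / Input: enzyme at 1/65,000,000 dilution / Dosing: 20 µM single dose / Signal: CDP-star luminescence signal / Reagent: CDP-star chemiluminescent phosphatase substrate, 30 µM final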
# An asterisk follows results filed as active; / = no result given; & = joins results of further samples.
SMILES,SRC2 TRFRET art,STAT3 activator,STAT1 inh,bIAP activator,PPARg SRC-1 ag,PPARg SRC-2 ag,TNAP act hiacc,PPARg SRC-3 ag,ROMK primary,STAT3 blocker,bIAP inhibitor
CC1=[N+](CC(=O)c2ccccc2)CCn2cccc21,1557,121,-11,0.9,-3,7,1,-3,0.83,-22,12
O=C(NCc1cccs1)C1CCCN(c2ncccn2)C1 (centres undefined),1488,102,3,1,-2,-6,1,0,/,2,4
CC(NS(=O)(=O)c1ccc(CCC(=O)NCc2cccnc2)cc1)c1ccccc1 (centres undefined),1549,93,5,1,0,1,1,0,-0.78,12,0
Cc1cc(C)cc(NC(=S)NCc2ccc3c(c2)OCO3)c1,1430,107,13,/,-9,1,/,-9,/,-3,/
Cc1ccc(C(=O)NC(=C(Cl)Cl)S(=O)(=O)c2ccccc2)cc1,1686,106,14,1,5,3,1,2,-0.18,-10,5
CCCCCc1nc2c(=O)[nH]c3ccccc3c2o1,1664,87,-23,1,-5,2,1.1,-2,/,19,-4
COC(=O)CC1C(=O)NCCN1C(=O)CSc1nc2cc(Cl)ccc2o1 (centres undefined),1377,100,4,1,-6,-3,1,-2,-0.34,0,4
CC(=NCCc1c(C)[nH]c2ccc(OCc3ccccc3)cc12)C1=C(O)CC(c2ccccc2)CC1=O (centres undefined),1409,104,-5,1,-6,-7,1.1,4,0.12,-3,-1
CCOc1cccc(-c2nnc3sc(COc4ccc(C)cc4)nn23)c1,1617,101,-4,0.9,4,4,1.1,-2,/,5,10
CC(=O)Oc1ccc2oc(/C=C/N(C)C)c([N+](=O)[O-])c2c1,1535,106,-15,0.5,0,12,0.6,3,-1.2,-2,/
NC(=O)CSC1=Nc2ccccc2C2=NC(c3ccccc3)C(=O)N12 (centres undefined),1484,104,2,1,-2,0,1,0,0.049,-2,-4
Nc1[nH]c(=O)ncc1F,1600&1594,100,-3,1.1&0.9,4&3,4&11,1&1,-2&0,/,2,-11&8

# Molecules above that have an NH in an aromatic ring, in the order listed:
SMILES,SRC2 TRFRET art,STAT3 activator,STAT1 inh,bIAP activator,PPARg SRC-1 ag,PPARg SRC-2 ag,TNAP act hiacc,PPARg SRC-3 ag,ROMK primary,STAT3 blocker,bIAP inhibitor
CCCCCc1nc2c(=O)[nH]c3ccccc3c2o1,1664,87,-23,1,-5,2,1.1,-2,/,19,-4
CC(=NCCc1c(C)[nH]c2ccc(OCc3ccccc3)cc12)C1=C(O)CC(c2ccccc2)CC1=O (centres undefined),1409,104,-5,1,-6,-7,1.1,4,0.12,-3,-1
Nc1[nH]c(=O)ncc1F,1600&1594,100,-3,1.1&0.9,4&3,4&11,1&1,-2&0,/,2,-11&8

# Carrying on:
SMILES,SRC2 TRFRET art,STAT3 activator,STAT1 inh,bIAP activator,PPARg SRC-1 ag,PPARg SRC-2 ag,TNAP act hiacc,PPARg SRC-3 ag,ROMK primary,STAT3 blocker,bIAP inhibitor
CCOC(=O)NC(Nc1sc2c(c1C(=O)OC)CCN(C)C2)(C(F)(F)F)C(F)(F)F,1694,112,7,1,8,4,1,18,-0.04,-13,-4
NC(=O)c1cnccn1,1399,102,-10,0.9,3,-5,1,-1,/,0,12
Cc1cccc(NC(=O)C2CCCC2)c1,1851,94,4,0.9,12,6,1.1,5,/,10,8
COc1ccc(Cn2nnnc2C(c2cc3ccc(OC)cc3[nH]c2=O)N2CCCCCC2)cc1 (centres undefined),1298,106,3,1,0,-6,1.1,-2,/,2,-4
CN(C)c1ccnc(-n2cccc2/C=N/OCc2cccc(F)c2)c1C#N,1576,97,-1,1.1,8,8,1,7,-0.69,10,-6
CSc1ccc(/C=N\NC(=O)CNc2ccc(C)cc2)cc1,1520,110,-7,1,-3,1,1,4,-0.49,-4,2
COC(=O)c1ccc(Oc2c(C(F)(F)F)oc3c(CN4CCN(C)CC4)c(O)ccc3c2=O)cc1,1389,108,-5,1,0,-8,1,-3,/,1,1
O=C(CCCC(=O)N(CC(=O)NC1CCCC1)Cc1ccccc1)Nc1ccccn1,1666,100,-5,1.1,6,2,1.1,0,/,3,-11
COC(=O)c1sccc1NC(=O)CN(C)NS(=O)(=O)c1ccc([N+](=O)[O-])cc1,1596,90,-4,1.1,0,4,1,-5,/,15,-6
Cc1ccnn1CC(=O)N/N=C/c1cccs1,1465,101,-4,1.1,-5,-10,1,-2,-0.0039,-4,-8
CC(=O)NC(CCS(C)(=O)=O)C(=O)Nc1nccs1 (centres undefined),1744,104,-2,1,7,5,1,11,/,0,4
CCCCn1nnc(NC(=O)c2cc3ccccc3o2)n1,1480,104,-28,0.9,-2,2,1,10,0.0095,-1,9
CC(C)[C@H](NC(N)=O)C(=O)Nc1ccc2c(c1)CCC2,1512,101,5,0.8,4,2,1.1,-9,1.1,2,17
COc1ccc(C2NC(=O)NC(O)(C(F)(F)F)C2C(=O)c2ccccc2)cc1OC (centres undefined),1592,105,1,1,-6,6,1.1,-6,/,2,4
CS(=O)(=O)N1N=C(c2ccc(Cl)cc2)CC1c1cccs1 (centres undefined),1651,109,-19,0.9,9,13,1,-3,-0.32,-7,13
O=C1CC(c2ccccc2)CC2=C1C=Nc1ccccc1N2 (centres undefined),1538,83,17,0.9,-2,5,1,3,0.49,26,9
CCOC(=O)/C=C1\NC(=O)CS1,1449,93,0,1,1,-14,1,2,-0.85,10,5
C=CCn1c(Cc2ccc(OC)cc2)nnc1SCC(N)=O,1573,103,5,1,1,-7,1,-5,0.063,-3,3
COc1ccc(C(=O)N/N=c2\oc3ccccc3cc2C(N)=O)cc1,1736,85,-25,1,15,9,0.9,4,0.17,24,2
COc1ccc(/C=C/c2cc(-c3ccc(C)cc3)o[n+]2C)cc1,1502,68,24,1,-3,13,1,-1,-0.59,44*,0
CCS(=O)(=O)N1CCC(C(=O)NC2CCCCCCC2)CC1,1432,107,-6,0.9,-10,-2,1,-1,/,-4,13
CCCOC(=O)/C(=C\C=C\c1ccco1)NC(=O)c1ccccc1,1615,100,-3,1.1,9,16,1,4,-0.028,9,-9
CC1(C)Cc2ccccc2-c2nc3n(c(=O)c21)CCS3,1747,100,3,0.9,4,5,1.1,7,0.58,2,14
Cn1c(=O)oc2cc(S(=O)(=O)N3CCCC(C(=O)NCc4cccs4)C3)ccc21 (centres undefined),1747,92,3,1,12,11,1.1,0,/,15,-2
Cc1ccc(Nc2nc(N)nc(CSc3nnc(-c4ccncc4)o3)n2)cc1,1502,103,-4,0.9,-2,-1,1,1,0.15,-1,8
COc1cc(C(=O)N/N=C(\c2ccccc2)c2ccccn2)cc(OC)c1OC,1478,96,3,0.8,8,3,1,-1,/,8,16
Cn1c(COc2ccc(Cl)cc2)nnc1SCC(=O)Nc1ccc2c(c1)CCC2,1574,113,-2,1,-11,-1,1.1,0,-0.53,-15,1
CN(C)C(=O)NC(O)C(Cl)Cl (centres undefined),1361,101,6,1,-6,-2,1,-11,0.23,5,0
O=C1COc2ccc(N3C(=O)C=CC3=O)cc2N1,1626,101,3,1,-1,1,1,-3,-1.2,3,-4
CC1CN(C)C(C)c2c1oc1ccc([N+](=O)[O-])cc21 (centres undefined),1373,98,-1,1,-3,-8,1.1,2,-0.2,5,2
O=C(O)CSc1c[nH]c2ccccc12,1346,151*,9,0.9,0,7,1,4,0.84,-49,9
Cc1c(Cl)cccc1-n1c(SCC(=O)N(C)Cc2ccccc2)nnc1-c1ccncc1,1664,107,-2,1,2,-6,1,10,/,-7,0
CSc1ncccc1C(=O)NCCc1ccccc1,1347,95,14,1.1,-6,3,1,-4,0.62,10,-14
C=CCNC(=O)CCCOc1ccc(C)cc1,1641,104,4,1.1,-4,-1,1,-4,0.0077,2,-6
CN(C)CCCN(C(=O)CCSc1ccccc1)c1nc2cc3c(cc2s1)OCO3,1543,94,-1,1,3,-1,1,4,0.26,17,4
O=C(NCC1CCCCC1)c1ccco1,1466,98,-5,0.9,-4,-6,1,-3,/,7,10
COc1ccc(-n2c(=S)[nH]c3cc(C(=O)NC4CCCCC4)ccc3c2=O)c(OC)c1,1568,84,0,1.2,0,-3,1,-7,-0.037,22,-21
COc1ccccc1/C=C/C(=O)OCC(=O)c1c(N)n(C)c(=O)n(C)c1=O,1463,99,2,0.9,1,11,1,1,-0.11,3,9
C=CCn1c(N)c(C(=O)NC2CCCCC2)sc1=S,1514,88,-1,0.9,-1,6,1,10,0.019,17,12
CC(C)NC(=O)CCCC(=O)NC(C)C,1420,107,-4,0.9,5,0,1.1,0,/,-5,12
O=S(=O)(NCC1CCCO1)c1ccc(Cl)c(C(F)(F)F)c1 (centres undefined),1419,105,-5,0.9,8,4,1.1,9,/,-4,7
Cc1[nH]c(=S)c(C#N)c(C)c1C(=O)Nc1ccccc1,1698,101,9,0.9,8,15,1.1,5,-0.57,-2,11
C=CCNC(=S)NNC(=O)CCC(O)CCCCC (centres undefined),1443,97,4,1.2,5,1,1.1,-5,1.1,0,-16
O=S(=O)(c1cnc[nH]1)N1CCCCCC1,1497,94,7,0.9,-2,-3,1,-1,/,13,12
C=CCn1c(SCc2ccc(C#N)cc2)nnc1-c1ccc(C)cc1,1549,94,4,0.9,3,1,1.1,7,/,11,5
CCOC(=O)C1CCCN(C(=O)c2cnn3c(C(F)(F)F)cc(-c4ccccc4)nc23)C1 (centres undefined),1394,94,5,0.9,4,-4,1.1,9,/,9,6
COC(=O)c1ccc(-c2nc3ccc(C)cc3o2)cc1,1406,47,-22,1,10,0,1.1,-5,/,68*,-3
S=c1[nH]nc(-c2ccccn2)n1/N=C/c1cccc2ccccc12,1493,87,7,1,6,-5,0.9,5,-0.79,17,-1
COC(=O)c1sc2ncccc2c1OCc1ccc(Cl)cc1,1373,81,0,0.9,-2,1,1.1,4,/,29,6
CCc1ccc(N2CC(C(=O)N/N=C/c3cccc([N+](=O)[O-])c3)CC2=O)cc1 (centres undefined),1409,103,-3,1,0,2,1,-6,/,7,3
CCS(=O)(=O)NC(C)C(c1cccs1)N1CCN(C)CC1 (centres undefined),1608,98,4,0.9,-5,2,1,1,/,5,10
Cc1[nH]n(C(N)=S)c(=O)c1C(c1ccccc1)C(C#N)C#N (centres undefined),1624,103,13,1.3,2,10,1,1,/,1,-27
